# TTR transcr act – activators of transthyretin transcription; SH-SY5Y TTR promoter Gaussia luciferase, luminescence; 100% = recombinant luciferase protein wells; activation, % at 16.7 µM; hit rate 1.3% among 92,000;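 active = activation above the mean of all tested compounds plus 3 SD, cut at about 9.5% in these data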;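 also: cells exposed to compounds for one day before reading; 0% = median of all test compound wells on the plate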
# The depositor's hits bear a star. Not all compounds are listed, so the mix of outcomes need not match the whole.
Molecule,TTR transcr act
NC(=O)CCC(NC(=S)Nc1ccccc1)C(=O)O (stereo not drawn),-0.4
Cc1cccc(CCNC(=O)CCc2nnc(CCc3ccccc3)o2)n1,4.0
COc1ccc(/C=C/C(=O)C2CC2)cc1Cn1nc(C)c([N+](=O)[O-])c1C,-0.8
O=C(CCN1CCOCC1)N1CCc2c([nH]c3ccccc23)C1c1cccc(Cl)c1 (stereo not drawn),0.2
N#CC1=C(N)N=C(SCc2cccc3ccccc23)C(C(N)=O)C12CCCCC2 (stereo not drawn),-2.6
COc1cc(/C=N/NC(=O)C(N)=O)ccc1OCC(=O)N1C(C)CCCC1C (stereo not drawn),3.2
COc1ccc(C(=O)Nc2oc(-c3ccccc3)c(-c3ccccc3)c2C#N)cc1,0.1
Cc1cc(C)nc(SCc2csc(N)n2)n1,7.4
Cc1ccc2c(c1)C(=C(C#N)C#N)CCN2,3.1
Cc1cc(C)c(S(=O)(=O)NCc2ccccn2)c(C)c1,1.6

# Of the compounds above, 5 contain nitrogen in an aromatic ring.
Molecule,TTR transcr act
Cc1cccc(CCNC(=O)CCc2nnc(CCc3ccccc3)o2)n1,4.0
COc1ccc(/C=C/C(=O)C2CC2)cc1Cn1nc(C)c([N+](=O)[O-])c1C,-0.8
O=C(CCN1CCOCC1)N1CCc2c([nH]c3ccccc23)C1c1cccc(Cl)c1 (stereo not drawn),0.2
Cc1cc(C)nc(SCc2csc(N)n2)n1,7.4
Cc1cc(C)c(S(=O)(=O)NCc2ccccn2)c(C)c1,1.6

# Next section:
Molecule,TTR transcr act
Cc1ccc(S(=O)(=O)N2[C@@H](c3ccccc3)C(C(=O)O)=CC[C@H]2c2cccc(C)c2)cc1,2.3
COc1ccc(Cn2cc(COC(=O)N3CCOCC3)nn2)cc1,5.4
CN(C)Cc1csc(NC(=O)Nc2ccccc2C(C)(C)C)n1,-0.7
Cc1ccccc1CSc1nc2n(n1)C(c1cccs1)C1=C(CCCC1=O)N2 (stereo not drawn),3.9
CCc1c(O)c(-c2ccccc2)c(=O)n(-c2ccccn2)c1-c1ccccc1,0.5
N#C/C(=C/c1cn(-c2ccccc2)nc1-c1cccc(S(=O)(=O)N2CCOCC2)c1)C(=O)NCc1ccco1,-0.5
CCCN1CCN(CCCNC(=O)c2ccc3nc(N4CCC(C)CC4)sc3c2)CC1,0.8
CC(C)CN1CCC(=O)N([C@H](COc2ccccc2)c2ccccc2)CC1,0.2
O=C(Cc1ccccc1)NC(=S)Nc1ccc2oc(-c3ccccc3F)nc2c1,-3.9
CCCNc1c(NC(=O)C2CCC(C)CC2)c(=O)oc2ccccc12 (stereo not drawn),2.8
Cc1cccc(NC(=O)c2ccc(C3SCC(=O)N3CCc3ccccc3)cc2)c1C (stereo not drawn),-3.2
COc1ccc(-c2noc(CCC(=O)N3CCN(c4ccc(F)cc4)CC3)n2)cc1,1.1
CNc1ncnc2sc(-c3ccccc3)cc12,0.8
OCc1nc2nc(Cl)c(Cl)nc2[nH]1,2.8
NNC(=O)C(=O)NCCCN1CCOCC1,-0.5
O=C(CCN1C(=O)C2C3CCC(C3)C2C1=O)Nc1ccc([N+](=O)[O-])cc1 (stereo not drawn),-1.9
O=C(CCc1ccccc1)NNc1cc(N2CCCCC2)nc(N2CCCCC2)n1,1.0
CCOc1ccc(CSC2=NCCN2)cc1[N+](=O)[O-],-1.9
COc1ccc(NC(=O)[C@H](COCc2ccccc2)NC(=O)OC(C)(C)C)cc1,2.0
CN(CCc1ccccc1)C(C(=O)Nc1ccc2c(c1)OCCO2)c1ccnc2ccccc12 (stereo not drawn),-2.1

# Quoted from the listing:
# Value for `NC(=O)CCC(NC(=S)Nc1ccccc1)C(=O)O` (stereo not drawn) in TTR transcr act: -0.4
# Value for `COc1ccc(C(=O)Nc2oc(-c3ccccc3)c(-c3ccccc3)c2C#N)cc1` in TTR transcr act: 0.1
# Value for `CCOc1ccc(CSC2=NCCN2)cc1[N+](=O)[O-]` in TTR transcr act: -1.9

# Continued:
Molecule,TTR transcr act
Clc1ccc(CN2CCN(/N=C/c3ccco3)CC2)cc1,-0.7
c1ccc2oc(SCc3nc4ccccc4s3)nc2c1,5.0
COc1ccc(CN2CCC(=O)N([C@H](CO)CC(C)C)CC2)cc1OC,4.9
COC(=O)c1ccc(N2CC3CNC(=O)C2(C(=O)OC)N3C)cc1 (stereo not drawn),1.1
CCNC1(C#N)CCN(Cc2ccccc2)CC1,4.1
O=C(CSc1ccc([N+](=O)[O-])cn1)Nc1ccc(N2CCOCC2)cc1,4.9
COc1ccccc1-c1nc(NC(C)=O)n[nH]1,-3.8
COC(=O)[C@@H](NC(=O)N1CCC(C)CC1)C(C)C,-1.5
Cc1ccc(S(=O)(=O)N2CCCCC2)cc1NC(=O)COC(=O)c1ccc(=O)[nH]c1,2.1
CCN(CC(=O)Nc1ccc2c(c1)CCC2)Cc1nc2ccccc2c(=O)[nH]1,-1.1

# The list goes on (two carried over from the part before).
Molecule,TTR transcr act
Cc1ccc(S(=O)(=O)N2CCCCC2)cc1NC(=O)COC(=O)c1ccc(=O)[nH]c1,2.1
CCN(CC(=O)Nc1ccc2c(c1)CCC2)Cc1nc2ccccc2c(=O)[nH]1,-1.1
COc1ccc(C)cc1S(=O)(=O)Nc1ccc2c(c1)OCCO2,3.8
O=C(CSc1nnc(-c2ccco2)o1)NC(=O)Cc1ccccc1,-1.0
COc1cc(OC)c(NC(=O)c2cccc(F)c2)cc1Cl,-1.9
Cc1cc(C)c2oc(C(=O)Nc3ccc(S(=O)(=O)N4CCC(C)CC4)cc3)cc(=O)c2c1,-0.7
O=C(NCCCc1ccccc1)c1cccc([N+](=O)[O-])c1,-2.0
CSc1ccc(-c2nnn(Cc3ccc(Br)cc3)n2)cc1,-0.1
Cc1ccc(S(=O)(=O)NCCC(=O)OCC(=O)NC(=O)c2cccn2C)cc1,-0.1
CCOC(=O)c1ccc(S(=O)(=O)NNC(=O)COc2cccc(C)c2)cc1,-1.7
Cc1ccc(CN2CCCCC(NC(=O)Nc3ccccc3-c3ccccc3)C2=O)cc1 (stereo not drawn),-1.5
CCOc1cc(N2C(=O)CC3CS(=O)(=O)CC32)c(OCC)cc1NC(=O)c1ccccc1 (stereo not drawn),4.0
CCOC(=O)C1CCCN(c2nc3ccccc3nc2C(C#N)C(=O)OC(C)C)C1 (stereo not drawn),1.2
COc1cc2c3c(c1)C(C)CC(C)(C)N3C(=O)C2=O (stereo not drawn),-0.2
COC(=O)[C@@]12C[C@@H](CC(=O)N3CCC(c4ccccc4)CC3)C(=O)N(Cc3ccccc3)C1=CCC(C)(C)C2,-0.8
NC1=NC(=O)C2(COC(c3cccc([N+](=O)[O-])c3)OC2)S1 (stereo not drawn),-1.8
COC(=O)c1nc(N)sc1-c1ccc(OC)cc1,-0.2
O=C(NCCN1C(=O)S/C(=C\c2cccnc2)C1=O)c1cccc(OC(F)F)c1,6.8
Clc1ccc(-c2nc(Cc3ccccc3Cl)no2)cc1,-3.4
COc1ccc(NC(=O)/C(C#N)=C/c2ccc(Sc3nncn3C)c([N+](=O)[O-])c2)cc1,-1.8
CCN1CCN(CC(O)COc2ccc(Cl)cc2)CC1 (stereo not drawn),-0.8
COc1cc(OC)cc(-c2c(C#Cc3ccsc3)c3cc(-c4ccc(OC)c(F)c4)ccc3n2C)c1,2.4
c1ccc2c(c1)CCN(c1nc3cc4c(cc3s1)OCO4)C2,0.8
CCCNC(=O)c1onc(CSc2cccc(OC)c2)c1C(=O)NCCC,-0.5
COC(=O)c1ccccc1NC(=S)N1CCC(N2CCCCC2)CC1,1.0
Cc1cc(C)n2nc(C(=O)Oc3ccc4c(c3)OCO4)nc2n1,-0.6
O=C(CSc1ccccc1C(=O)O)NCc1ccco1,0.7
O=C(c1ccccc1)N1CCN(c2nc3ccc([N+](=O)[O-])cc3s2)CC1,-1.0
Cn1cnnc1SCC(=O)Nc1ccc(F)cc1F,0.5
COCCCNC(=S)NNC(=S)Nc1ccc(F)cc1F,4.3
CCOC(=O)C1CCCN(c2ncnc3c2cnn3-c2cccc(C)c2)C1 (stereo not drawn),-1.5
COc1ccccc1CCc1nnc(CCC(=O)NC(C)Cc2cccnc2)o1 (stereo not drawn),1.4
Cc1c(OC(C)C(=O)NCCCN2CCOCC2)ccc2c3c(c(=O)oc12)CCCC3 (stereo not drawn),0.1
CCCCNS(=O)(=O)c1ccc2nc(-c3cccnc3)cc(C(=O)NC(C)CC)c2c1 (stereo not drawn),-2.0
CCOc1ccc(C(=O)Cc2cc(OC)c(OC)cc2[N+](=O)[O-])cc1,-0.4
COc1ccc(S(=O)(=O)N2CCCCCC2)cc1NC(=O)c1ccccc1S(C)(=O)=O,-1.6
COc1ccc(NC(=O)COC(=O)[C@@H](NC(=O)c2c(F)cccc2F)C(C)C)cc1,-2.2
CCN(Cc1ccncc1)C(=O)c1cccs1,-0.9
CNC(=O)c1ccccc1NC(=O)c1c(O)c2c([nH]c1=O)CCCC2,3.3
Cn1nc(C(=O)NCCOc2ccccc2)c2ccccc2c1=O,-0.8
CCCC[C@H]1C2CC(OC(=O)Nc3ccccc3Cl)C(C2)[C@H]2CCCCN21 (stereo partly drawn),-0.1
CCOc1cc(C2C3=C(CCCC3=O)N(C)C3=C2C(=O)CCC3)cc(Cl)c1O,-0.6
S=c1[nH]ncn1/N=C/c1cccc(Oc2ccccc2)c1,-2.6
CC1CCN(CCCOc2ccc(OCc3ccccc3)cc2)CC1,-1.3
CC(C)(C)N(NC(=O)c1ccccc1)C(=O)c1ccc(C(=O)N(NC(=O)c2ccccc2)C(C)(C)C)cc1,-1.3
CS(=O)(=O)c1ccc(Cl)c(NC(=O)CN2CCN(C(=O)c3cccs3)CC2)c1,0.5
COc1ccc(N2CCN(CCNC(=O)Nc3ccc([N+](=O)[O-])cc3OC)CC2)cc1,-0.6
CC(=NNc1ccccc1)C(C)=NNc1ccccc1,-1.0
Cc1ccnc(NS(=O)(=O)c2ccc(NC(=O)c3ccc(S(=O)(=O)N4CCCC4)cc3)cc2)n1,-0.1
O=C1CCCN1CCCNc1ncnc2c1[nH]c1ccccc12,-0.3
Cc1cnc(NC(=O)CCCSc2nc3ccccc3s2)s1,-0.7
CCCC1(C(=O)OC)NC(c2ccco2)C2C(=O)N(C)C(=O)C21 (stereo not drawn),-1.1

# The list goes on.
Molecule,TTR transcr act
c1ccc(-c2cc3c(NCC4COc5ccccc5O4)ncnc3s2)cc1 (stereo not drawn),-1.8
COc1ccc(CC(=O)N[C@@H]2c3cc(OC)c(OC)cc3C[C@H]2O)cc1,0.7
Cc1ccc(C)c(-n2cc(CN3CCN(C(=O)c4ncn[nH]4)CC3)c(-c3ccccc3)n2)c1,-1.1
O=C(OCC#CCSc1nnc(-c2cccc3ccccc23)o1)c1ccccc1,1.8
Nc1ccc2c(c1)ncn2CCCn1cnc2cc(N)ccc21,0.7
COc1cc(NC(=S)NC(=O)CC(C)C)ccc1NC(=O)c1cc2ccccc2o1,0.8
CCOC(=O)CSc1nc2ccccc2c(=O)[nH]1,6.5
N/C(=N\OC(=O)C12CC3CC(CC(C3)C1)C2)c1ccncc1,-1.1
Cc1ccc(Cl)c(OC(=O)C2CSC3(C)CCC(=O)N23)c1 (stereo not drawn),-1.2
C[C@@H]1CCCCO[C@H](CN(C)C(=O)Nc2ccc(C(F)(F)F)cc2)[C@@H](C)CN([C@H](C)CO)C(=O)c2cc(NC(=O)c3ccncc3)ccc2O1,-1.7
Cc1nccc(-c2cc(-c3ccc(Cl)cc3Cl)no2)n1,-2.3
CCOC(=O)N1C(=O)[C@](c2ccc(Cl)cc2)(C(C)C)N1C(=O)OCC,3.7
CCCn1c(CCNC(=O)c2ccco2)nc2ccccc21,2.2
CCSc1nnc(-c2cnn(-c3ccccc3)c2-n2cccc2)n1C,-4.0
CC1=C(C(=O)OCc2ccccc2)C(c2ccc(Cl)cc2)NC(=O)N1C (stereo not drawn),-1.1
CCOC(=O)C1(Cc2ccc(OC)cc2)CCN(C(=O)C2CCCO2)CC1 (stereo not drawn),2.0
CCOC(=O)CSc1nnc(CNC(=O)c2ccc(S(=O)(=O)N3CCCCC3)cc2)n1C,1.2
COc1ccccc1OCc1ccc(C(=O)NCCN(C)C)o1,1.9
O=c1c2[nH]c3ccc(F)cc3c2ncn1CCC1=CCCCC1,1.2
COC(=O)[C@@H]1C[C@@]2(O)[C@@H](O)[C@@H](O)[C@@H](O)C[C@H]2N1CC(c1ccccc1)c1ccccc1,3.3
N#Cc1ccccc1S(=O)(=O)Nc1ccc2c(c1)C(=O)OC2,-2.0
CCCCCCCCCSc1n[nH]c(N)n1,4.1
COc1ccccc1NC(=O)C1CCCN(c2nc(C)cc(C)n2)C1 (stereo not drawn),-2.2
COc1ccc(/C=N/Nc2ncc(C(F)(F)F)cc2Cl)cc1OC,-1.5
O=C1CC(/C=C/c2ccc([N+](=O)[O-])cc2)=Nc2ccccc2N1,0.0
Cc1ccc(NS(=O)(=O)c2ccc(Cl)nc2)c(C)c1,4.7
O=C(CSc1nnc(COc2ccc(F)cc2)o1)N1c2ccccc2CCc2ccccc21,-3.2
COc1ccc([N+](=O)[O-])cc1NC(=O)CCN1CCN(CCO)CC1,-2.0
CCOC(=O)N1CCC(NC(=O)c2cc(C(=O)NC3CCN(Cc4ccccc4)CC3)ccc2CO)CC1,0.0
Cc1ccc(-c2ccc(S(=O)(=O)NCC3CCCO3)cc2)cc1 (stereo not drawn),-2.9
O=C(NC(=S)Nc1nc2ccccc2s1)c1ccco1,-0.5
CCCCC(C(=O)NCCC(C)C)N(CCCN1CCOCC1)C(=O)c1snc(C(N)=O)c1N (stereo not drawn),0.4
CS(=O)(=O)c1ccc(CNC(=O)C2(C(F)(F)F)CC(CCCO)CCCO2)cc1 (stereo not drawn),-1.9
COc1cccc(-c2nc3nc(C)cc(C)n3c2Nc2c(C)cccc2C)c1,3.8
